# GPR55 beta-arrestin: selective activators of receptor GPR55 – imaging, U2OS cells, beta-arrestin-GFP redistribution, primary screen (AID 1961); U2OS GPR55 beta-arrestin-GFP redistribution imaging; higher % means a stronger effect; one-dose activation, % at 10 µM; EC50 in µM for titrated hits; 0.048% of 290,000 active;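 active = activation above 40% with more than 50 cells counted in the well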;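 note: U2OS osteosarcoma cells stably expressing GPR55 and beta-arrestin-GFP; plate controls were DMSO negative control for no effect and LPI positive control for full effect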
# KOR beta-arrestin-1: KOR agonists, beta-arrestin recruitment, primary screen, cell-based, luminescence, uHTS (AID 1777). 0.02% of 280,000 active. KOR beta-arrestin recruitment, luminescence; higher % means a stronger effect. activation, % at 10 µM, or EC50 in µM where a hit was titrated; in the data active = activation above about 50%, passing the limit was not always enough; note: a part of the inactive calls stands beside numbers as strong as those of hits
# GPR55 antagonists: GPR55 antagonists blocking LPI-driven arrestin recruitment, primary screen, imaging, U2OS, beta-arrestin-GFP, LPI agonist (AID 2013). one-dose inhibition, % at 10 µM; IC50 in µM for titrated hits. U2OS GPR55 beta-arrestin-GFP translocation imaging, LPI antagonism; higher % means a stronger effect. 0.13% of 290,000 active;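 active = spots per cell inhibited over 60%, with over 100 cells counted and total cytoplasm intensity under 500,000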;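 note: U2OS cells stably carrying GPR55 and arrestin-GFP stimulated by 5 µM LPI near EC80; imaged beta-arrestin-GFP aggregate spots per cell after agonist stimulation; plate controls were LPI-stimulated DMSO wells for no effect and DMSO wells without LPI for full effect; some results filed as inactive read as strong as hits; confirmed hits need IC50 under 10 µM and bright autofluorescent wells are also inconclusive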
# KOR beta-arrestin-2: KOR antagonists, beta-arrestin recruitment, cell-based, luminescence, uHTS (AID 1778) | KOR beta-arrestin recruitment, luminescence, antagonist mode; higher % means a stronger effect | inhibition, % at 10 µM, or IC50 in µM where a hit was titrated | 0.091% of 290,000 active; in the data active = inhibition above about 50%; note: strong numbers were not always called active
# GPR35 antagonists: inhibition of zaprinast-stimulated GPR35 beta-arrestin translocation – imaging, U2OS, beta-arrestin-GFP, zaprinast agonist, primary screen (AID 2058) | U2OS GPR35 beta-arrestin-GFP translocation imaging, zaprinast antagonism; higher % means a stronger effect | 0.052% of 290,000 active | one-dose inhibition, % at 10 µM; IC50 in µM for titrated hits;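 active = inhibition of at least 50% with at least 30 cells and total cytoplasm GFP at most 10,000,000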
# NOD1 inhibition: NOD1 signaling inhibitors, primary screen, cell-based, luminescence, uHTS (AID 1578); NOD1-driven NF-kB luciferase reporter cells, luminescence; higher % means a stronger effect; inhibition, % at 4 µM, or EC50 in µM where a hit was titrated; 1% of 290,000 active; in the data active = inhibition mostly above about 36%, no sharp cut-off; inactive = mostly below about 34%;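 note: HEK-293T reporter cells stimulated with the NOD1 agonist gamma-tri-DAP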
# HIV fusion peptide: cell-free HIV fusion peptide-binding blockers – biochemical, uHTS, fluorescence dequenching, primary screen (AID 1986) | cell-free peptide binding, fluorescence dequenching, 30 min; higher % means a stronger effect | one-dose inhibition, % at 20 µM; IC50 in µM for titrated hits | 0.3% of 290,000 active; in the data active = inhibition mostly above about 52%, no sharp cut-off; inactive = mostly below about 76%; note: some results filed as inactive read as strong as hits
# AID2073: disruptors of CaV2.2 binding to Mint1 – biochemical, HTRF (AID 2073); HTRF protein-protein interaction, Mint1-CaV2.2; higher % means a stronger effect; inhibition, % at 20 µM, or IC50 in µM where a hit was titrated; 0.19% of 290,000 active; in the data active = inhibition mostly above about 51%, no sharp cut-off; note: some results filed as inactive read as strong as hits
# SIAH1 antagonists: Siah-1 peptide-binding antagonists, primary screen, biochemical, fluorescence polarization, rhodamine-plectin, uHTS (AID 1817) | Siah-1 / rhodamine-plectin peptide fluorescence polarization; higher % means a stronger effect | one-dose displacement, % at 20 µM; IC50 in µM for titrated hits | 0.02% of 290,000 active;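 active = displacement of at least 50% at 20 µM, with a fluorescence ratio check between 0.3 and a set limit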;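 note: plate controls were Siah plus tracer with DMSO for no effect and tracer alone without Siah for full effect; strong numbers were not always called active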
# The depositor's hits bear a star; / = not tested or not shown; [ ] = dose if it differs, or a comment. A portion of the library; rates above refer to the full screens.
GPR55 beta-arrestin,KOR beta-arrestin-1,GPR55 antagonists,KOR beta-arrestin-2,GPR35 antagonists,NOD1 inhibition,HIV fusion peptide,AID2073,SIAH1 antagonists,smiles
0.2%,1.3%,11%,6%,-17%,-15%,0.5%,0%,-2%,CC(C)C(c1nnnn1Cc1ccccc1)N1CCN(Cc2ccco2)CC1 (configuration not stated)
-0.1%,3.3%,4%,-27%,-10%,37%,19%,14%,0%,COCc1cc(C)n(CC(=O)N/N=C/c2ccc(-c3ccc(Cl)c(C(=O)O)c3)o2)c(=O)c1C#N
-0.2%,-4.1%,6%,-2%,-14%,-24%,-0.8%,11%,2%,CC(C)(Cc1ccc(O)cc1)NC(=O)CC(=O)N=Nc1c(O)[nH]c2ccc(Br)cc12
-0.1%,0.1%,4%,-21%,15%,-8%,15%,34%,4%,c1cc2c3c(cccc3c1)NC(c1ccc3c(c1)OCO3)N2
0.0%,4.1%,10%,-8%,-12%,-22%,-1.5%,-5%,1%,N#CCCn1nc(-c2ccccc2)cc1-n1c(C(F)(F)F)nc2ccccc21
0.7%,3.6%,7%,-29%,3%,-22%,0.1%,4%,-4%,COc1ccccc1N1CCN(C(=O)c2cc3c(s2)CCCCC3)CC1
-0.2%,2.3%,11%,-16%,16%,-36%,-0.3%,-18%,13%,O=C(c1ccco1)N1CCN(Cc2cn[nH]c2-c2ccc(F)cc2F)CC1
-0.5%,5.1%,-19%,-57%,4%,14%,-1.6%,-10%,4%,COc1ccc(C)cc1NC(=O)C1CC(=O)N(CCc2ccccc2)C1 (configuration not stated)
-0.4%,6.5%,7%,-3%,0%,-1%,4.2%,36%,0%,COc1ccc(NS(=O)(=O)c2cc(NC(=O)/C=C/c3cc(OC)ccc3OC)ccc2N2CCCCC2)cc1
-0.1%,-3.7%,12%,20%,5%,-21%,0.7%,10%,4%,CCOc1cc(C(=O)Nc2ccccc2N2CCN(S(C)(=O)=O)CC2)cc(OCC)c1OCC
-0.4%,1.1%,-7%,-187%,-9%,-1%,0.6%,-1%,-2%,COc1ccc(C(C[N+](=O)[O-])c2c(-c3ccccc3)cc3ccccn23)cc1 (configuration not stated)
-0.1%,2.4%,22%,-11%,2%,-35%,2.4%,-9%,2%,COc1cc(C)c(Br)cc1S(=O)(=O)NCc1ccccc1
0.2%,10%,18%,-36%,-2%,-20%,1.2%,-3%,-5%,Cc1nc(NC(=O)C2CC2)sc1C
0.1%,-0.9%,4%,1%,4%,-9%,-1.9%,1%,-8%,O=C(CN1CCCCC1)NCCNc1ccc(C(F)(F)F)cc1[N+](=O)[O-]
0.2%,-0.5%,0%,-15%[20 µM],-7%,-19%,0.7%,5%,-3%,COc1ccc(S(=O)(=O)N2CCCCC2)cc1-n1cnnn1
0.0%,0.9%,8%,28%,6%,-47%,2.7%,2%,6%,CC(C)(CNS(C)(=O)=O)SCc1ccc(Cl)cc1
0.1%,5.8%,1%,-10%,-5%,-87%,-0.3%,26%,-3%,O=C(Nc1ccc(O)cc1)c1c(O)c2c([nH]c1=O)CCCC2
-0.2%,-5.2%,6%,-19%,-7%,-23%,0.5%,8%,-3%,c1coc(CNc2nc3sc4c(c3c3ncnn23)CCCC4)c1
-0.2%,-0.1%,12%,32%,-2%,/,-0.7%,4%,0%,CCOc1ccc(NC(=O)C(C)Sc2nnnn2C)cc1 (configuration not stated)
0.6%,4.7%,17%,2%,-9%,8%,-0.3%,15%,-7%,CCOC(=O)c1cn(C2CC2)c2c(F)c(F)c(F)cc2c1=O

# In a second layout: entries from further up
> c1cc2c3c(cccc3c1)NC(c1ccc3c(c1)OCO3)N2
  GPR55 beta-arrestin: -0.1%	KOR beta-arrestin-1: 0.1%	GPR55 antagonists: 4%	KOR beta-arrestin-2: -21%	GPR35 antagonists: 15%	NOD1 inhibition: -8%	HIV fusion peptide: 15%	AID2073: 34%	SIAH1 antagonists: 4%
> N#CCCn1nc(-c2ccccc2)cc1-n1c(C(F)(F)F)nc2ccccc21
  GPR55 beta-arrestin: 0.0%	KOR beta-arrestin-1: 4.1%	GPR55 antagonists: 10%	KOR beta-arrestin-2: -8%	GPR35 antagonists: -12%	NOD1 inhibition: -22%	HIV fusion peptide: -1.5%	AID2073: -5%	SIAH1 antagonists: 1%

# Continued:
GPR55 beta-arrestin,KOR beta-arrestin-1,GPR55 antagonists,KOR beta-arrestin-2,GPR35 antagonists,NOD1 inhibition,HIV fusion peptide,AID2073,SIAH1 antagonists,smiles
-0.1%,10%,11%,-1%,-12%,20%,-1.6%,-8%,-1%,CC(C)Cc1nnc(NC(=O)CCS(=O)(=O)c2ccc(Cl)cc2)s1
-0.1%,5.4%,8%,20%,4%,-2%,-2.4%,4%,-7%,Nc1ccc(S(=O)(=O)N2CCC(Cc3ccccc3)CC2)cc1
0.4%,-7.5%,3%,-15%,-10%,-13%,0.6%,-16%,6%,CC(C)NC(=O)COC(=O)C1CSC2(c3ccc(Br)cc3)CCC(=O)N12 (configuration not stated)
-0.2%,-1.7%,11%,-12%,4%,-17%,2.2%,14%,-1%,O=C(CNS(=O)(=O)/C=C/c1ccccc1)OC1CCOC1=O (configuration not stated)
-0.2%,0.6%,13%,-30%,-10%,1%,3.1%,9%,-1%,CC(C)CCN(Cc1ccco1)S(=O)(=O)c1ccc(-c2ccc(=O)[nH]n2)s1
-0.2%,-1.4%,-2%,-4%,2%,-37%,2.1%,2%,2%,O=C(O)/C=C\C(=O)Nc1cccc(C(=O)Nc2cccc(O)c2)c1
/,-1.8%,-4%,-11%,4%,-18%,-0.2%,8%,4%,O=C(Cn1cc([N+](=O)[O-])cn1)NC1CCCCCC1
0.0%,3.1%,24%,-2%,-10%,-11%,-0.3%,7%,3%,O=C(NN1CCOCC1)c1ccc(Cl)cc1[N+](=O)[O-]
0.0%,4.2%,8%,-58%,22%,46%,19%,23%,-2%,O=C(NCc1ccco1)c1ccccc1NS(=O)(=O)c1ccc(Cl)s1
0.3%,-0.6%,8%,-6%,3%,-32%,1.2%,12%,-3%,COc1ccc(NC(=O)CSc2ccc(-c3ccco3)nn2)cc1
-0.3%,3.2%,11%,-8%,15%,-38%,0.9%,-4%,3%,COCCn1c(-c2ccc(OC)cc2)cnc1SCC(=O)Nc1cccc2ccccc12
-0.2%,0.1%,-3%,10%,14%,-2%,-1.8%,-3%,3%,COC(=O)c1cc(C(=O)NC(C)C2CC3CCC2C3)cc([N+](=O)[O-])c1 (configuration not stated)
-0.1%,4.7%,-1%,-3%,-2%,-17%,-0.3%,-8%,1%,CCN(C(=O)CCS(=O)(=O)c1ccc(Br)cc1)c1ccc2c(c1)OCO2
0.0%,-2.4%,6%,14%,10%,-24%,1.1%,-2%,1%,CCOCCCNC(=O)c1ccc2c(c1)OCO2
0.0%,-1.6%,6%,/,-3%,-5%,3.1%,19%,1%,Cc1c(C(=O)Nc2ccccc2)cn2c(nc3ccccc32)c1C#N
0.2%,-3.8%,2%,-14%,8%,-8%,1.0%,-3%,0%,COc1ccc(C2c3c(oc4c(C)cc(C)cc4c3=O)C(=O)N2Cc2cccnc2)cc1OC (configuration not stated)
-0.2%,2.8%,3%,-3%,2%,49%,2.1%,3%,-7%,COc1ccc(N(CC(=O)Nc2cccc(C(C)=O)c2)S(=O)(=O)c2ccc(NC(C)=O)cc2)cc1
-0.1%,-4.8%,15%,-12%,13%,23%,0.8%,6%,1%,Cc1cc(NC(=O)CCC(=O)N(c2ccccc2)C(C)C(=O)NC2CCCC2)no1 (configuration not stated)
0.1%,1.8%,17%,-23%,10%,7%,-2.0%,24%,-5%,COc1ccccc1N1CCN(c2ccc([N+](=O)[O-])cc2Cl)CC1
-0.2%,8.9%,3%,-58%,10%,-24%,2.0%,10%,-3%,CCCCOc1ccc(N(CC(=O)NC2CCCCC2)C(=O)c2snc(C(N)=O)c2N)cc1

# Remaining list, next part:
GPR55 beta-arrestin,KOR beta-arrestin-1,GPR55 antagonists,KOR beta-arrestin-2,GPR35 antagonists,NOD1 inhibition,HIV fusion peptide,AID2073,SIAH1 antagonists,smiles
2.3%,-2.1%,8%,1%,-11%,-24%,1.4%,-8%,5%,O=C(CN1CCOc2ccccc21)NCc1ccc(F)cc1
0.2%,4.9%,4%,-12%,0%,18%,-2.4%,-32%,0%,COc1ccc(NC(=O)c2ccc3c(=O)n(CC4CCCO4)c(=S)[nH]c3c2)c(OC)c1 (configuration not stated)
-0.1%,-2.4%,10%,19%[20 µM],-4%,-7%,1.8%,-6%,7%,CN(Cc1ccco1)C(=O)c1ccc(CNS(=O)(=O)c2ccc3c(c2)C(C)(C)C(=O)N3C)cc1
0.9%,-0.6%,-12%,-9%,-4%,11%,1.4%,12%,1%,CC(C)(C)c1ccc(C(=O)C2CCCN(C(=O)c3ccccn3)C2)cc1 (configuration not stated)
0.2%,1.4%,9%,19%,1%,37%,1.3%,22%,9%,O=C(Nc1cccc(Cl)c1)c1ccc(F)c(S(=O)(=O)N2CCN(c3ccccn3)CC2)c1
1.1%,-1.4%,14%,-28%,-12%,-40%,-0.7%,10%,5%,COc1ccc(C2CC(c3ccc4ccccc4c3)=NN2C(=O)CNC2CCCCC2)cc1 (configuration not stated)
-0.1%,0.3%,31%,-2%,3%,-41%,-1.4%,-2%,5%,CCOC(=O)CC1C(=O)NC2CCCCC2N1C(=O)Nc1ccc(Cl)cc1 (configuration not stated)
-0.1%,-2.6%,0%,5%,-2%,-22%,1.0%,13%,6%,NS(=O)(=O)c1ccc(NC(=O)Nc2cccc3ccccc23)cc1
-0.1%,2.7%,-21%,-12%,8%,3%,0.4%,20%,-3%,CC(=O)N1N=C(c2ccc(C)cc2)OC1c1ccc(C(C)C)cc1 (configuration not stated)
0.3%,6.4%,-8%,-38%,-1%,24%,2.7%,-22%,-5%,CCOC(=O)c1c(/N=C/c2cc(C)ccc2O)sc2c1CCC2
0.1%,-1.3%,1%,6%,-12%,34%,-2.6%,-3%,0%,CC(C)(C)C(=O)N1CCC(O)(CS(=O)(=O)Cc2ccccc2Cl)CC1
0.0%,-1.0%,10%,-4%,5%,-35%,-1.0%,14%,17%,CCOc1ccc(-n2c(SCC(=O)NCc3ccco3)nc3ccccc3c2=O)cc1
0.4%,-8.5%,-2%,14%,-2%,-44%,-0.5%,-15%,-3%,CN(C)/C=C/c1oc2ccc(O)cc2c1[N+](=O)[O-]
0.1%,-2.5%,-6%,8%,-8%,2%,-0.4%,10%,2%,CCOc1ccc(-c2n[nH]c(C)c2Oc2ccccc2OC)c(O)c1
0.4%,0.9%,7%,16%,7%,-1%,0.8%,15%,-2%,O=C(NCc1ccc(F)cc1F)Nc1cnccc1C(F)(F)F
-0.1%,-0.5%,/,16%,-4%,6%,0.3%,-2%,-3%,O=C(Nc1ccccc1)N(C1=NCCCCS1)c1cccc2ccccc12
-0.2%,-5.4%,4%,-8%,-2%,-19%,-0.8%,12%,4%,O=C(CSc1nc2ccsc2c(=O)n1CC1CCC(C(=O)O)CC1)NCCc1ccc(Cl)cc1 (configuration not stated)
0.2%,-1.5%,8%,-1%,-1%,-23%,0.5%,11%,-1%,CCCCNC(=O)CSc1cc(=O)n(C)c2ccccc12
